# TCR act = Activators of T cell receptors: qHTS campaign. primary human leukocytes, anti-CD3, IL-2 HTRF, 48 h. Potency, µM (titrated, usually from 9.22 µM), for the others: at the highest dose activation of IL-2 secretion, usual class: activators. 330,000 tested, under 10 active. AID 504894, 2011; note: % of control where 0% means no effect
#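 IL-2 produced over 48 hr by a-CD3 bead-stimulated primary human leukocytes exposed to compounds was detected with a homogeneous time-resolved FRET immunoassay, 665nm acceptor signal after 320nm excitation.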
# PTAP TSG101 blk = qHTS Assay for Iinhibitors of HIV-1 Budding by Blocking the Interaction of PTAP/TSG101 | Tumor susceptibility gene 101 protein (Homo sapiens), Q99816 | Fluorescence polarization, FITC-PTAP peptide / Tsg101 binding | Potency, µM (titrated, usually from 115 µM), without a hit: top-dose activity change, negative = inhibition, hits mostly inhibitors | 340,000 tested, under 10 active; active = well fitted inhibition curve with a large enough effect in the main read-out, with a control signal flat, not every such curve was filed as active; note: potency is the fitted concentration of half-maximal effect; % of control where 0% means no effect
# Target sequence (Q99816 whole entry, looked up): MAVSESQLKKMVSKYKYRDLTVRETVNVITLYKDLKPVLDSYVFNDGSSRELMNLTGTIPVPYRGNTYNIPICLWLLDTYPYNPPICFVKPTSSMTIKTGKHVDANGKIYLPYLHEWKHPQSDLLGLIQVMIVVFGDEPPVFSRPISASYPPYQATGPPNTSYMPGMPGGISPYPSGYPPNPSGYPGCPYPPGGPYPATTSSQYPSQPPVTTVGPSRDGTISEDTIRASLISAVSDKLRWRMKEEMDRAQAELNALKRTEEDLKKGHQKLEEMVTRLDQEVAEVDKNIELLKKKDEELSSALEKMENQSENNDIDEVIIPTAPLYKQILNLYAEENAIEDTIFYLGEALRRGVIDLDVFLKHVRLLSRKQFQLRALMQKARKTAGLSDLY
#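 Steps: Tsg101 binding domain dispensed (10 uM final), compounds pinned in DMSO, FITC-labeled PTAP-motif peptide added (50 nM final); after 20 min binding at room temperature, polarization measured.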
# uPA surface inh = qHTS for Inhibitors of Cell Surface uPA Generation; cell surface uPA generation assay, qHTS; AID 540303, 2011; Potency, µM (top dose mostly 38.3 µM), for the others: at the highest dose activity change, negative = inhibition, usual class: inhibitors; hit rate 0.31% among 330,000; active = well fitted inhibition curve with a large enough effect; tested in mouse RAW 264.7 cells; note: potency is the fitted concentration of half-maximal effect; % is set by controls: 0 for no effect and ±100 for the full control effect; nearly all actives have a fitted effect of over 55% in size
# Mito fusion yeast = qHTS Assay for Small Molecule Inhibitors of Mitochondrial Division or Activators of Mitochondrial Fusion. S. cerevisiae fusion-defective mutant growth rescue, CellTiterGlo 48 h. Potency, µM (titrated, usually from 46.1 µM), inactives show top-dose growth rescue (activation), hits mostly activators. hit rate 0.23% among 320,000;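 note: potency is the fitted concentration of half-maximal effect; % of control where 0% means no effect; nearly all actives have a fitted effect of over 45% in size; temperature-sensitive fusion mutants such as fzo1-1 at 37 °C on non-fermentable ethanol glycerol medium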
#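 Growth-rescue viability read-out: after 48 h at the non-permissive 37C in glycerol/ethanol YPEG, yeast mitochondrial fusion mutants are measured by CellTiterGlo luminescence; compounds (23 nl pinned per well) restoring growth score as division inhibitors or fusion activators.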
# An asterisk follows results filed as active. Unless noted, calls come from the whole dose curve; as a rule, active = well fitted curve in the direction sought with a large enough effect; inconclusive = small, poorly fitted or top-dose-only effect, or another doubt; inactive = no such curve, though single readings can be large; an effect the other way counts as inactive or inconclusive. Some of the compounds tested; rates above refer to the full screens.
# The line under a structure holds: uPA surface inh | TCR act | Mito fusion yeast | PTAP TSG101 blk
CCOC(=O)c1ccc(NC(=O)CSc2nnc(CNC(=O)c3c(F)cccc3Cl)o2)cc1
 : -2% | -20% | 2% | -2%
Cc1ccc(NC(=O)CN2C(=O)C3CCCCN3C(=O)c3ccccc32)cc1 (stereo not drawn)
 : 1% | -5% | 7% | -3%
O=C(Cc1ccccc1)N1CCC(O)(c2cccnc2)CC1
 : -1% | 0% | 0% | 0%
N#Cc1ccccc1NC(=O)Nc1cccc(Cl)c1
 : -1% | 2% | 2% | -4%
COC(=O)c1sccc1NC(=O)c1cccnc1
 : -3% | 7% | 2% | -4%
Cc1ccc(S(=O)(=O)N(C)CC(=O)N2CCCc3ccccc32)cc1
 : 3% | -2% | 4% | -6%
CCOC(=O)c1c(NC(=O)C2CCCO2)sc2c1CCC2 (stereo not drawn)
 : 2% | -6% | 15% | -8%
COc1cc(OC)c(C(=O)Nc2ccc(N(C)C)cc2)cc1OC
 : -2% | 7% | 7% | -7%
Fc1ccccc1N1CCN(c2cnc3ccccc3n2)CC1
 : 0% | -6% | 1% | 0%
CN(C)S(=O)(=O)c1ccc(C(=O)N(c2ccccn2)c2ccccn2)cc1
 : 5% | -4% | 1% | -6%
COC(=O)C1=C(C)N(c2cccc(C(C)=O)c2)C(=O)C1
 : -7% | -6% | -5% | -4%
C(=N\c1nccs1)/c1c[nH]c2ccccc12
 : -2% | 3% | 4% | -1%
CN(c1ccc(C(=O)NCCC2=CCCCC2)cc1)S(C)(=O)=O
 : 7% | 0% | -3% | 1%
CC(C)C(OC(=O)c1ccco1)C(=O)NCc1ccco1 (stereo not drawn)
 : 0% | 1% | -4% | -6%
CC(C)(C)c1ccc(OCC(=O)Nc2ccc(-c3nc4cccnc4o3)cc2)cc1
 : 8% | -2% | 4% | -7%
OCc1nc2ccccc2n1CCCOc1ccc(Br)cc1
 : -1% | -1% | -8% | -7%
Cc1ccc(C(C)C)c(OCCNS(C)(=O)=O)c1
 : -5% | -2% | -8% | -7%
Cn1nnc2cc(C(=O)NCCC3=CCCCC3)ccc21
 : 1% | -2% | 1% | -7%
COc1cc(NC(=O)C2CCN(S(=O)(=O)c3cccnc3)CC2)cc(OC)c1OC
 : -1% | 6% | -2% | -3%
CC1CCCC(C)N1C(=O)CN1C(=O)C(C)(C)Oc2ccc(C(=O)NC3CCCCC3)cc21 (stereo not drawn)
 : -2% | 0% | 3% | -2%

# Of the compounds above, these contain a thiophene ring, fused or not.
# The line under a structure holds: uPA surface inh | TCR act | Mito fusion yeast | PTAP TSG101 blk
COC(=O)c1sccc1NC(=O)c1cccnc1
 : -3% | 7% | 2% | -4%
CCOC(=O)c1c(NC(=O)C2CCCO2)sc2c1CCC2 (stereo not drawn)
 : 2% | -6% | 15% | -8%

# Next records.
# The line under a structure holds: uPA surface inh | TCR act | Mito fusion yeast | PTAP TSG101 blk
CNS(=O)(=O)c1cnccc1N1CCN(c2cccc(Cl)c2)CC1
 : -3% | 12% | 17% | -4%
COc1ccc(S(=O)(=O)Nc2ccccc2C(=O)NCc2ccco2)cc1Br
 : 2% | -2% | 10% | -10%
Cn1c(CSc2nc3ccccc3s2)nnc1SCC(=O)NCCN1CCOCC1
 : -4% | -13% | -1% | -4%
O=c1cc(-c2ccc(Cl)c(Cl)c2)[nH][nH]1
 : 4% | 3% | 1% | -3%
COC(=O)c1[nH]c2c(c1C)C(=O)CC(c1ccc(C)cc1)C2 (stereo not drawn)
 : -7% | 2% | 3% | -2%
CN(c1ccccc1C(=O)N1CCOCC1)S(C)(=O)=O
 : -1% | -9% | 5% | -12%
COc1cccc(-c2nn(-c3ccccc3)cc2CO)c1
 : -3% | -3% | 8% | -1%
COc1ccc(C(=O)N2c3ccccc3CC2C)cc1OC (stereo not drawn)
 : -2% | -2% | -3% | -3%
COC(=O)c1nc(NC(=O)c2ccc(Br)cc2)n[nH]1
 : -4% | -3% | 3% | -3%
O=S(=O)(N1CCCCC1)N1CCN(S(=O)(=O)N2CCCCC2)CC1
 : 4% | -23% | 1% | -1%
Cc1c(Br)c(C(F)(F)F)nn1CC(=O)N1CCCC1
 : -4% | 5% | 5% | 1%
CCC(=O)Nc1cc(C(C)C)c(O)cc1C
 : 0% | -11% | 2% | -3%
CCOC(=O)N1CCN(CC(=O)Nc2ccc(C)cc2)CC1
 : 8% | 6% | 2% | -8%
COc1ccc(CCNC(=O)C2CCN(S(=O)(=O)c3c(C)noc3C)CC2)cc1OC
 : 1% | 4% | 0% | -3%
Cc1[nH]nc2c1C1(CCOC1C)C(C#N)=C(N)O2 (stereo not drawn)
 : -5% | 27% | 3% | -1%
CC1CN(Cc2ccccc2Cl)CC(C)O1 (stereo not drawn)
 : 8% | 0% | -5% | -2%
O=C(O)c1ccc(OCC(O)Cn2cnc3ccccc32)cc1 (stereo not drawn)
 : 4% | -4% | -2% | -4%
O=C(C1CCCN(S(=O)(=O)c2ccc(Br)s2)C1)N1CCCCCC1 (stereo not drawn)
 : 2% | 1% | 29% | -3%
COc1ccccc1CNC(=O)c1cc2c(s1)CS(=O)(=O)C2
 : -9% | -19% | 1% | -9%
CC(=O)c1cnn(-c2cc(Oc3cccc(C)c3)ncn2)c1C
 : -4% | -5% | 6% | -1%
Cc1cc(C)n2[nH]c(=O)c(N=Nc3cccc(Cl)c3)c2n1
 : 6% | 3% | 6% | 0%
Clc1ccccc1CN(Cc1ccccc1)C(c1cccs1)c1nnnn1C1CCCC1 (stereo not drawn)
 : -2% | -2% | 0% | 0%
CCCOC(=O)Nc1ccc(N2CCCCC2)cc1
 : -10% | 2% | -9% | -2%
COC(=O)CC1C(=O)NC2CCCCC2N1C(=O)c1ccccc1 (stereo not drawn)
 : -1% | -2% | 3% | -4%
COCc1nc(-c2cc(Br)ccc2OC)no1
 : -1% | -3% | 10% | -2%
CC1(C)OC(=O)C(=C2CCCN2)C(=O)O1
 : 6% | 5% | 6% | -2%
CSc1ccccc1C(=O)Nc1ccc2c(c1)OCCO2
 : -2% | 1% | -6% | -2%
COC(=O)c1cccc(NS(=O)(=O)c2cccs2)c1C
 : 0% | 4% | 5% | -2%
COc1ccc(N2CCN(C(=O)c3ccc(C)cc3Cl)CC2)cc1
 : 5% | -11% | -8% | -3%
Cc1cccc(NC(=O)Cc2cccs2)n1
 : -3% | -1% | -1% | -2%
CCC/C(O)=C1\C(=O)CC(c2ccccc2)CC1=NC (stereo not drawn)
 : 2% | -5% | 2% | -6%
CC(=O)c1cccc(NC(=O)c2cc(-n3cnnc3)ccc2Cl)c1
 : -3% | -5% | -3% | -1%
CC(C)(Oc1cccc2ccccc12)C(=O)O
 : 4% | 0% | -1% | -3%
COc1ccc(OCC(=O)OCCN(C)C)cc1
 : 14% | 0% | 4% | -2%
Cc1cc(C)n2nc(SCC(=O)N/N=C/c3cccc(Br)c3)nc2n1
 : 9% | 0% | -3% | -10%
Cc1cc(C)c2nc(C(F)(F)F)nc(N3CCN(C(=O)c4ccco4)CC3)c2c1
 : 0% | -7% | 9% | -5%
Nc1nonc1NC(=O)CSc1nc2ccccc2s1
 : 7% | -2% | 4% | -3%
O=C(c1ccco1)c1nnn(Cc2ccccc2)c1-c1ccccc1
 : -2% | -2% | 15% | -1%
O=C(c1nc2ncccn2n1)N1CCc2ccccc2C1
 : 2% | 4% | -2% | -1%
N#Cc1cc(-c2ccccc2)oc1NC(=O)c1ccccc1
 : -6% | 1% | -9% | 0%
CCn1c(SCC(N)=O)nc2c(c1=O)C1(CCCC1)Cc1ccccc1-2
 : -3% | 12% | 9% | -9%
Nc1nnc(Cc2ccc(Cl)cc2Cl)s1
 : 2% | 1% | -4% | -3%
CS(=O)(=O)N(CC(O)CON=C1c2ccccc2-c2ccccc21)c1ccc(F)cc1 (stereo not drawn)
 : 3% | 17% | -4% | -3%
Cc1c(CCOC(=O)CC23CC4CC(CC(C4)C2)C3)sc[n+]1CC(=O)c1ccc(Br)cc1
 : 7% | -14% | -11% | 0%
CN(CC(=O)N1CCCCCC1)S(=O)(=O)c1ccc(Br)s1
 : 8% | -4% | -2% | 0%
CC1CN(S(=O)(=O)c2cccc(C(=O)NCCCn3ccnc3)c2)CC(C)O1 (stereo not drawn)
 : 3% | 2% | 0% | 1%
COC(=O)Nc1ccc(OC)c(OC)c1
 : 0% | 2% | 7% | -7%
CC1=Nc2ccccc2N=C(NC(=O)CSc2nnnn2-c2ccccc2)C1c1ccccc1 (stereo not drawn)
 : 5% | 1% | 1% | -3%
Cc1cc(C)n(C(=O)c2ccc(NC(=O)C3COc4ccccc4O3)cc2)n1 (stereo not drawn)
 : 5% | 5% | 11% | -4%
CCOc1ccccc1N/C=C/C(=O)C(C)(C)C
 : 6% | 5% | -4% | -1%
Fc1ccc(C(c2nnnn2CCc2ccccc2)N2CCCc3ccccc32)cc1 (stereo not drawn)
 : 6% | 3% | -13% | -8%
O=C(CCc1ccc(S(=O)(=O)N2CCOCC2)cc1)Nc1ccc(N2CCOCC2)cc1
 : 3% | -3% | 2% | 1%
C=CCn1c(-c2csc(-c3ccccc3)n2)n[nH]c1=S
 : -2% | -1% | -11% | -1%
c1ccc(Nc2nc(-c3ccccn3)cs2)cc1
 : -1% | -1% | -5% | -2%
CC1(C)Cc2c(c(N3CCOCC3)nc3sc(C#N)c(N)c23)CS1
 : -1% | 0% | 7% | -3%
O=C(CCn1nc(-c2ccc(Cl)cc2)ccc1=O)NCCCN1CCCCCC1
 : 2% | -72% | 2% | -5%
CCN1CCc2nc(NC(=O)c3ccccc3)sc2C1
 : -5% | -2% | -1% | -2%
Cc1ccc(-n2[nH]c(C)c(C=NC34CN5CN(CN(C5)C3)C4)c2=O)cc1C
 : -10% | 5% | -16% | -4%
CC(=O)Nc1cc2c(cc1C(=O)c1ccc(C)cc1)OCCO2
 : -2% | 3% | -4% | -2%
Nn1c(SCC(=O)Nc2ccc3c(c2)OCO3)nnc1C1CCCCC1
 : -4% | -1% | -3% | -4%

# One compound at a time, as listed above. Values in the order: uPA surface inh	TCR act	Mito fusion yeast	PTAP TSG101 blk
# Profile of O=C(CCc1ccc(S(=O)(=O)N2CCOCC2)cc1)Nc1ccc(N2CCOCC2)cc1 → 3%	-3%	2%	1%
# Profile of CN(CC(=O)N1CCCCCC1)S(=O)(=O)c1ccc(Br)s1 → 8%	-4%	-2%	0%
# Profile of Nc1nnc(Cc2ccc(Cl)cc2Cl)s1 → 2%	1%	-4%	-3%
# Profile of CCOc1ccccc1N/C=C/C(=O)C(C)(C)C → 6%	5%	-4%	-1%
# Profile of O=C(CCn1nc(-c2ccc(Cl)cc2)ccc1=O)NCCCN1CCCCCC1 → 2%	-72%	2%	-5%

# Next part.
# The line under a structure holds: uPA surface inh | TCR act | Mito fusion yeast | PTAP TSG101 blk
CC(C)OC(=O)CSc1nnc(-c2cnccn2)n1Cc1ccco1
 : 9% | 2% | -1% | -4%
COC(=O)c1ccc(CSc2nnc(CNC(=O)c3ccccc3F)o2)o1
 : 1% | 1% | 7% | -9%
COC(=O)c1cccc(NC(=O)c2cccc(OC)c2)c1
 : -1% | -1% | -7% | 3%
NC(=O)C1CCCN(S(=O)(=O)c2ccc(Br)cc2)C1 (stereo not drawn)
 : 14% | -3% | 0% | -2%
CN(C)C=NC(=O)c1ccc(N2CCN(c3ncc(C(F)(F)F)cc3Cl)CC2)cc1
 : 2% | -6% | -3% | 0%
O=C(COc1ccc(S(=O)(=O)NC2CCCCC2)cc1)NCc1cccnc1
 : 1% | 3% | 2% | -8%
COc1ccc(-c2[nH]nc3oc(=O)cc(C)c23)cc1
 : -5% | 11% | -1% | -5%
Cc1ccc(-n2c(SCC(=O)Nc3ccc4c(c3)OCCO4)nnc2-c2ccco2)cc1
 : 3% | 5% | -1% | 2%
COc1ccc(/C=N/NC(=O)c2ccoc2C)cc1COc1ccc(Cl)cc1
 : -8% | -1% | 23% | 1%
COc1cc(OC)nc(NC(=O)CCl)n1
 : -3% | -23% | -4% | -1%
CC(=O)SCC(=O)N=c1sc2cc(F)ccc2n1C
 : -4% | -2% | 4% | -4%
CCCCCNC(=O)C(C)NS(=O)(=O)c1ccc(OC)cc1 (stereo not drawn)
 : 2% | 8% | -1% | -3%
c1ccc(-c2nc(-c3ccncc3)no2)cc1
 : 5% | -50% | -4% | -1%

# Assay outcomes as filed in PubChem.
